# Compound activity (PubChem)
# TCR activator = Activators of T cell receptors: qHTS campaign. 330,000 tested, under 10 active. Potency, µM (doses to about 9.22 µM), without a hit: top-dose activation of IL-2 secretion, actives largely listed as activators. primary human leukocytes, anti-CD3, IL-2 HTRF, 48 h; also: % of control where 0% means no effect
#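 IL-2 release read by HTRF sandwich (Eu cryptate donor, d2 acceptor, 665 nm emission) after 48 hr exposure of primary human leukocytes to compound together with anti-CD3 beads in the absence of co-stimulatory signals.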
# A-T KAP1 phos = qHTS Assay for Identifying a Potential Treatment of Ataxia-Telangiectasia. […] A-T fibroblasts, KAP-1 phosphorylation AlphaLISA; neocarzinostatin DNA damage 30 min before lysis. Potency, µM (highest dose often 57.5 µM), without a hit: at the top dose activation, usual class: activators. hit rate 0.19% among 320,000; also: potency is read from the fitted curve at half-maximal effect; % of control where 0% means no effect; nearly all actives have a fitted effect of over 45% in size
#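 ATM-like activity read as KAP-1 phosphorylation via AlphaLISA donor/acceptor antibody pairs after lysis and 6 hr at 25C. Cells were ATM-null patient fibroblasts ([…], hTERT), dosed 60 min, then exposed to the DSB inducer NCS for 30 min.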
# CXXC DNA block = qHTS Fluorescence Polarization Assay for Inhibitors of MLL CXXC domain - DNA interaction; MLL-CXXC / FITC-HOXA9 DNA fluorescence polarization; Potency, µM (doses to about 115 µM), for inactives: at the top dose activity change, negative = inhibition, most hits filed as inhibitors; hit rate 0.037% among 290,000; active = well fitted inhibition curve with a large enough effect in the polarisation, with a control signal flat, not every such curve was filed as active; inconclusive = small, poorly fitted or top-dose-only effect, or effect the other way, or a change in a side signal; inactive = no such curve, though single readings can be large or run the other way; the % refers to the polarisation; also: potency is read from the fitted curve at half-maximal effect
#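 Steps: dispense CXXC domain solution (7 uM) → pin compounds or unlabeled HOX-A9 DNA control → 5 min ambient → add FLSN-HOX-A9 solution (50 nM) → spin → 30 min ambient → fluorescence polarization. Tris pH 7.5/NaCl/DTT/BSA buffer.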
# Giardia killer = Small Molecules that selectively kill Giardia lamblia: qHTS; Giardia lamblia trophozoite viability; activity change, % at 7.66 µM, hits read low; hit rate 0.15% among 340,000; AID 540267, 2011; in the data active = activity change below about -80%; inconclusive = between about -30% and that limit;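 also: parasites exposed to compound for two days anaerobically before the ATP read; % is scaled to controls: 0 for no effect and ±100 for the full control effect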
#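 Compounds were tested on trophozoites seeded at 100 cells/well and held 48 hrs at 37 deg C anaerobically. An ATP-based luminescent kit measured the remaining live cells.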
# GALK inh = qHTS Assay for Inhibitors of Human Galactokinase (GALK) | P51570 | Purified GALK, Kinase-Glo residual ATP luminescence | Potency, µM (highest dose often 57.5 µM), for the others: top-dose activity change, negative = inhibition, actives largely listed as inhibitors | hit rate 0.007% among 270,000 | AID 1868, 2009; also: potency is read from the fitted curve at half-maximal effect; % is scaled to controls: 0 for no effect and ±100 for the full control effect
#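 ATP-depletion format; final 35 uM ATP, 100 uM D-galactose, 5 nM enzyme; pH 8.0 HEPES/Mg2+ buffer; 60 min RT; luminescence read 10 min after detection reagent.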
# Chronic BCR inh = qHTS Assay to Find Inhibitors of Chronic Active B-Cell Receptor Signaling. ABC-DLBCL IkBa-CBG/CBR reporter, luminescence ratio, 4 h. Potency, µM (titrated, usually from 46.1 µM), without a hit: at the highest dose ratio change, negative = lower green/red ratio, usual class: inhibitors. hit rate 0.05% among 340,000. AID 493014, 2011; active = well fitted inhibition curve with a large enough effect in the signal ratio, with a control signal flat, not every such curve was filed as active; inconclusive = small, poorly fitted or top-dose-only effect, or effect the other way, or a change in a side signal; the % refers to the signal ratio;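 also: potency is read from the fitted curve at half-maximal effect; plate controls were basal doxycycline-induced cells for no effect and cells given 10 µM MG132 for full effect; MG132 reads +100%, hits lower the ratio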
#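 TMD8 human ABC-DLBCL cells with doxycycline-inducible IκBα–green luciferase fusion and unfused red luciferase, in 0.5% FBS medium; compounds up to 46 uM, 4 h at 37C. Green/red luminescence ratio, filter-overlap corrected, fitted to concentration-response curves.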
# Tb PFK inh = qHTS Assay to Find Inhibitors of T. brucei phosphofructokinase; T. brucei PFK, ADP-Glo luminescence; Potency, µM (series often up to 57.5 µM), without a hit: at the top dose activity, negative = inhibition, most hits filed as inhibitors; hit rate 0.17% among 330,000;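 also: potency is read from the fitted curve at half-maximal effect; 0% = uninhibited 1x PFK enzyme wells and -100% = no-enzyme wells; nearly all actives have a fitted effect of over 60% in size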
#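 Activity is normalized to no-enzyme wells (full inhibition) and 1.25 nM enzyme wells (no inhibition). Reaction: 0.5 mM F6P, 0.1 mM ATP, 45 min RT, ADP-Glo luminescence; concentration-response curves fitted and classed by quality.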
# TSHR antagonist = Antagonists of the Thyroid Stimulating Hormone Receptor: HTS campaign. Thyrotropin receptor (Homo sapiens), P16473. TSHR-expressing cells, TSH-stimulated cAMP HTRF, 2 h; stronger effect = lower value. activity change, negative = inhibition, % at 11.5 µM. hit rate 0.2% among 330,000. AID 504810, 2011;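 active = activity change below a set negative limit, meaning inhibition stronger than a set level, cut at about -70% in these data; inconclusive = activity change between two set negative limits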; also: % is scaled to controls: 0 for no effect and ±100 for the full control effect
#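 TSHR-expressing cells were treated with compounds, then stimulated with TSH at EC80 (4nM final) for 2 hours at 37 deg C. Cellular cAMP was measured by HTRF competition between lysate cAMP and cAMP-d2 for a cryptate-labelled anti-cAMP antibody.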
# Coupling enz = qHTS Assay for Inhibitors of Fructose-1,6-bisphosphate Aldolase from Giardia Lamblia: Coupling assay counterscreen. activity change, negative = inhibition, % at 58.2 µM, hits read low. coupling enzyme system counterscreen, AmpLite Red fluorescence. hit rate 0.67% among 290,000; in the data active = activity change below about -30%; also: % is scaled to controls: 0 for no effect and ±100 for the full control effect
#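 First, compound is pin-transferred into glyceraldehyde-3-phosphate coupling-enzyme reagent at 57.5 uM final and held 10 min at RT. Next, substrate, coupling system and AmpLite Red are added. After 20 min RT, fluorescence (525/598 nm) is read.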
# KCNH2 WT inh = qHTS for Inhibitors of KCHN2 3.1: Wildtype qHTS | U2OS, BacMam KCNH2, thallium flux FluxOr; stronger effect = lower value | activity change, % at 1.84 µM | hit rate 0.37% among 340,000 | AID 720551, 2013;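 active = maximum activity change below -70%; inconclusive = maximum activity change between -70% and -50%; inactive = maximum activity change above -50%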; also: % is scaled to controls: 0 for no effect and ±100 for the full control effect
# Target sequence (Q12809 whole entry, looked up): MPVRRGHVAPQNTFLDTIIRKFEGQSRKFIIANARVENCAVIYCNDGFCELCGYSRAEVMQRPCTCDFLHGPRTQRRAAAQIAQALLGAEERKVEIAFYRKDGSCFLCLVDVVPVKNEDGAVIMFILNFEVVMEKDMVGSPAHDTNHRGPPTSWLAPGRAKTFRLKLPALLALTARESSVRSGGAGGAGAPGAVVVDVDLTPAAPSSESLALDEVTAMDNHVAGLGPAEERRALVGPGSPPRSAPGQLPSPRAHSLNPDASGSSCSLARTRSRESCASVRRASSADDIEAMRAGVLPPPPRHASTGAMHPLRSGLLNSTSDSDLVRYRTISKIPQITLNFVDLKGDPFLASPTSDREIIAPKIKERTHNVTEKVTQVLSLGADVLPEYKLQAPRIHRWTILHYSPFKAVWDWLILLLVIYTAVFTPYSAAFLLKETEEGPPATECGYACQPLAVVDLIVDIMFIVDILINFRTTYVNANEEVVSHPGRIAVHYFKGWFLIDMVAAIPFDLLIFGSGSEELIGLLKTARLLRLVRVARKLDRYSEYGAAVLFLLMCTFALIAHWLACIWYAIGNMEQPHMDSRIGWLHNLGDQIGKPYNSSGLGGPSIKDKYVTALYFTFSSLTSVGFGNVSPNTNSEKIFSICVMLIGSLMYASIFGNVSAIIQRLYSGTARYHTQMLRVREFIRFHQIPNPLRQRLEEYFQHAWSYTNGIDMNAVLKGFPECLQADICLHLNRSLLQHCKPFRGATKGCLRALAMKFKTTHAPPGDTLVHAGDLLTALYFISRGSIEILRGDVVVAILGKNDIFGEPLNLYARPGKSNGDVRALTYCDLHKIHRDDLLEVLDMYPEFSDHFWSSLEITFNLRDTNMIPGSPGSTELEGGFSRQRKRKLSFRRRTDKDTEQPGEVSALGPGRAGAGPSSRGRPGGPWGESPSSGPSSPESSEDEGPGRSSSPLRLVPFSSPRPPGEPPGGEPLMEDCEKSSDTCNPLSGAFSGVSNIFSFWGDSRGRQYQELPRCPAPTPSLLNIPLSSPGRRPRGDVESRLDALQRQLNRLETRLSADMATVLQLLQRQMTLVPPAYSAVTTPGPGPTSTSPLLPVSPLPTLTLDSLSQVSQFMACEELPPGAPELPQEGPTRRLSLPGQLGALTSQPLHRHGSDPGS
#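 U2OS cells transduced with wild-type KCNH2 virus are loaded with FluxOr dye for 45 min, and thallium flux is measured in kinetic reads before and after stimulation buffer. Rate constants are normalized to DMSO controls.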
# Starred values were filed as active, the others as inactive; ? = inconclusive; nt = no result given; [ ] = another dose, or the depositor's remark. Unless noted, calls follow the shape of the dose curve; as a rule, active = well fitted curve in the direction sought with a large enough effect; inconclusive = small, poorly fitted or top-dose-only effect, or another doubt; inactive = no such curve, though single readings can be large; an effect the other way counts as inactive or inconclusive.
# Keys – A = TCR activator; B = A-T KAP1 phos; C = CXXC DNA block; D = Giardia killer; E = GALK inh; F = Chronic BCR inh; G = Tb PFK inh; H = TSHR antagonist; I = Coupling enz; J = KCNH2 WT inh
> S=C(NCCN1CCOCC1)N/N=C/c1c2ccccc2cc2ccccc12
  A = 0.2%	B = -4.2%	C = ?	D = 0.4	E = 0.7%	F = -9.8%	G = 0.9%	H = 11.0	I = -0.4	J = -2.5

> c1ccc(Oc2cccc(OCCn3cncn3)c2)cc1
  A = 0.3%	B = 12.8%	C = -1.6%	D = -4.2	E = 0.5%	F = -3.2%	G = 13.8%	H = 3.1	I = 2.0	J = -7.8

> Cc1ccc(NS(=O)(=O)c2ccc(C(=O)NCc3ccccn3)cc2)cc1
  A = 12.7%	B = 4.7%	C = ?	D = 8.0	E = 3.9%	F = 0.8%	G = 4.6%	H = 9.0	I = -0.3	J = 2.0

> O=C(c1c[nH]c(=O)n(-c2ccccc2)c1=O)N1CCc2ccccc21
  A = nt	B = -4.6%	C = 4.0%	D = -7.8	E = -3.3%	F = 2.7%	G = 0.2%	H = 16.2	I = 0.3	J = -5.9

> CCCCNC(=O)CSc1nc2ccccc2n1S(=O)(=O)c1ccc(Br)cc1
  A = -4.4%	B = 4.3%	C = 9.5%	D = -11.7	E = nt	F = 2.7%	G = -1.3%	H = 7.2	I = 2.2	J = -3.6

> COc1ccc(S(=O)(=O)N2CCCOC2CNC(=O)C(=O)NCc2ccccn2)cc1 (stereo not drawn)
  A = 0.8%	B = 11.0%	C = 5.2%	D = -9.8	E = 6.5%	F = 1.4%	G = -2.2%	H = -4.5	I = 1.0	J = 6.0

> CCOC(=O)c1c(C)n(C)c2ccc(O)c(CN(C)C)c12
  A = -0.5%	B = -5.2%	C = -5.0%	D = 1.3	E = 3.5%	F = ?	G = 0.0%	H = 8.7	I = -8.5	J = 1.9

> O=C(CCSc1nc(-c2ccco2)cc(C(F)(F)F)n1)N1CCN(c2ccccn2)CC1
  A = -11.0%	B = 8.3%	C = 6.5%	D = 1.3	E = -2.7%	F = 6.7%	G = 22.6%	H = 13.0	I = -2.7	J = 18.5

> O=S(=O)(Cc1noc(-c2ccc(OC(F)(F)F)cc2)n1)c1ccc(F)cc1
  A = 4.6%	B = 2.9%	C = 0.9%	D = 3.2	E = 0.2%	F = 4.5%	G = 2.9%	H = -10.8	I = 0.7	J = 4.4

> CCOc1ccc(NC(=O)C2CCCN2S(=O)(=O)c2ccc3c(c2)C(C)(C)C(=O)N3C)cc1 (stereo not drawn)
  A = -33.1%	B = 9.4%	C = -3.2%	D = -5.8	E = nt	F = 6.7%	G = 0.1%	H = -3.9	I = -1.0	J = -3.0

> Cc1cccc(OCC(=O)N/N=C\c2cccn2C)c1C
  A = -3.4%	B = -2.1%	C = 9.2%	D = -29.4	E = 1.0%	F = -0.1%	G = 2.1%	H = 8.6	I = -6.5	J = 0.0

> CCCC(=O)N1CCc2[nH]c3ccccc3c2C1
  A = -6.4%	B = -1.6%	C = -8.0%	D = 2.3	E = -0.4%	F = -2.8%	G = 2.9%	H = 6.5	I = -16.6	J = -2.4

> Cc1ccc(C(=O)Nc2ccc3c(c2)OCO3)cc1Cl
  A = nt	B = 14.1%	C = -7.9%	D = nt	E = -4.0%	F = ?	G = -5.6%	H = -12.2	I = nt	J = nt

> O=C(CC1SC(=Nc2ccc(OC(F)F)cc2)N(CCC2=CCCCC2)C1=O)Nc1ccccc1F (stereo not drawn)
  A = 1.8%[46.1 µM]	B = 0.0%	C = 8.6%	D = 26.1	E = -2.1%	F = 0.3%	G = -1.8%	H = -13.4	I = -11.4	J = 37.1

> COC(/C=C/Nc1ccc(Cl)cc1)=C(C#N)C#N
  A = -0.9%	B = -7.2%	C = -1.0%	D = 9.1	E = 1.6%	F = 0.3%	G = 4.1%	H = 13.6	I = 2.4	J = 7.7

> Cc1nnc(NC(=O)C2CCCN2S(=O)(=O)c2ccc(Cl)cc2)s1 (stereo not drawn)
  A = 8.5%	B = 0.9%	C = 0.6%	D = -10.4	E = 0.8%	F = ?	G = -0.1%	H = 4.4	I = -2.0	J = -10.9

> CC(C)[C@@H](N)C(=O)NCC1CCC(C(=O)N[C@@H](Cc2ccccc2)C(=O)O)CC1 (stereo partly drawn)
  A = -2.1%	B = -1.8%	C = 17.8%	D = -1.8	E = 0.2%	F = 0.6%	G = 1.0%	H = -7.3	I = 1.0	J = 2.2

> COc1ccc(-n2nnnc2SCC(=O)c2ccc(O)c(O)c2)cc1
  A = -1.7%	B = -12.6%	C = -11.1%	D = -3.6	E = -1.1%	F = 0.6%	G = -5.2%	H = 1.5	I = 1.0	J = -8.8

> CC(C)(/C=N/O)/[N+]([O-])=C/C=[N+](\[O-])C(C)(C)/C=N/O
  A = 3.0%	B = 8.7%	C = -3.3%	D = 16.5	E = 1.5%	F = -0.5%	G = 0.6%	H = -12.0	I = -1.7	J = -1.2

> CCCc1c(C(=O)N/N=C/c2cccc3ccccc23)nnn1-c1nonc1N
  A = -11.4%	B = 3.6%	C = 10.1%	D = -8.0	E = -4.7%	F = 3.9%	G = 1.0%	H = 4.2	I = -0.7	J = -1.3

> CC(C)C(C)NC(=O)Cn1cnc2c(oc3ccccc32)c1=O (stereo not drawn)
  A = -0.5%	B = -2.9%	C = 0.2%	D = 16.3	E = 5.5%	F = -0.2%	G = 0.3%	H = 11.9	I = 1.3	J = -7.4

> CCOC(=O)C(CC)n1cnc2c(nnn2-c2ccc(OC)cc2)c1=O (stereo not drawn)
  A = 1.6%	B = -4.8%	C = -1.6%	D = -4.3	E = 0.0%	F = -2.1%	G = 0.4%	H = -2.7	I = -0.4	J = -1.1

# Among those listed so far, 7 contain a halogen:
# Keys – A = TCR activator; B = A-T KAP1 phos; C = CXXC DNA block; D = Giardia killer; E = GALK inh; F = Chronic BCR inh; G = Tb PFK inh; H = TSHR antagonist; I = Coupling enz; J = KCNH2 WT inh
> CCCCNC(=O)CSc1nc2ccccc2n1S(=O)(=O)c1ccc(Br)cc1
  A = -4.4%	B = 4.3%	C = 9.5%	D = -11.7	E = nt	F = 2.7%	G = -1.3%	H = 7.2	I = 2.2	J = -3.6

> O=C(CCSc1nc(-c2ccco2)cc(C(F)(F)F)n1)N1CCN(c2ccccn2)CC1
  A = -11.0%	B = 8.3%	C = 6.5%	D = 1.3	E = -2.7%	F = 6.7%	G = 22.6%	H = 13.0	I = -2.7	J = 18.5

> O=S(=O)(Cc1noc(-c2ccc(OC(F)(F)F)cc2)n1)c1ccc(F)cc1
  A = 4.6%	B = 2.9%	C = 0.9%	D = 3.2	E = 0.2%	F = 4.5%	G = 2.9%	H = -10.8	I = 0.7	J = 4.4

> Cc1ccc(C(=O)Nc2ccc3c(c2)OCO3)cc1Cl
  A = nt	B = 14.1%	C = -7.9%	D = nt	E = -4.0%	F = ?	G = -5.6%	H = -12.2	I = nt	J = nt

> O=C(CC1SC(=Nc2ccc(OC(F)F)cc2)N(CCC2=CCCCC2)C1=O)Nc1ccccc1F (stereo not drawn)
  A = 1.8%[46.1 µM]	B = 0.0%	C = 8.6%	D = 26.1	E = -2.1%	F = 0.3%	G = -1.8%	H = -13.4	I = -11.4	J = 37.1

> COC(/C=C/Nc1ccc(Cl)cc1)=C(C#N)C#N
  A = -0.9%	B = -7.2%	C = -1.0%	D = 9.1	E = 1.6%	F = 0.3%	G = 4.1%	H = 13.6	I = 2.4	J = 7.7

> Cc1nnc(NC(=O)C2CCCN2S(=O)(=O)c2ccc(Cl)cc2)s1 (stereo not drawn)
  A = 8.5%	B = 0.9%	C = 0.6%	D = -10.4	E = 0.8%	F = ?	G = -0.1%	H = 4.4	I = -2.0	J = -10.9
